Screening results from PubChem BioAssay.
NSD2 HMT inh: inhibitors of human histone methyltransferase NSD2; AID 743445; inhibition, % at 12.5 µM; NSD2 peptide methylation, AlphaScreen, 120 min; 310,000 tested, 0.54% active; O96028; in the data active = inhibition above about 50%
MITF act: increases MITF-driven TRPM1 promoter luciferase signal. SK-MEL-5 TRPM1-promoter luciferase, 24 h; % of positive control, neutral wells = 0. activation, % at 12.5 µM. 300,000 tested, 0.75% active. AID 588334;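 active = mean activation of at least 80% with every replicate also reaching 80%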;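 also: 0% = neutral control wells and 100% = parthenolide positive control wells; values of inactives mirror those of a sister screen read the other way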
dFosB act: mouse delta FosB homodimer activation. P13346. purified delta FosB, TAMRA-CDK5 oligo fluorescence polarization; percent of positive-control signal above neutral wells. activation, % at 25 µM. 340,000 tested, 0.99% active;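 active = mean activation above about 17%, with every replicate also reaching it, limit read from the data, passing the limit was not always enough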;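 also: fluorescence polarization rise as delta FosB binds a TAMRA Cdk5 AP-1 oligo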
Target sequence (P13346 whole entry, looked up): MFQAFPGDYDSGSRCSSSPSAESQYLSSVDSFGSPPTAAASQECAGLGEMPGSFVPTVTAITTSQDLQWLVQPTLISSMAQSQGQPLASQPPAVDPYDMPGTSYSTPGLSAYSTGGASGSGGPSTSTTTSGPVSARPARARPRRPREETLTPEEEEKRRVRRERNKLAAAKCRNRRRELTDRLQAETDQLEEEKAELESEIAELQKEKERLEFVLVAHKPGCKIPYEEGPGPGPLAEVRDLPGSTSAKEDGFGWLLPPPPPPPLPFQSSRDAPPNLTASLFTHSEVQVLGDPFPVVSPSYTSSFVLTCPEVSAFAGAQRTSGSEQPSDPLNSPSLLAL
V-ATPase pH: regulators of yeast V-ATPase proton transport. 350,000 tested, 0.37% active. response, % at 10 µM. S. cerevisiae, pHLuorin cytosolic pH fluorescence; in the data active = response mostly above about 7.3%, no sharp cut-off; inactive = mostly below about 5.4%; also: actives read high; inactives centre near 0; some compounds called inactive have numbers as strong as hits; reference of the scale not given here
CDK5 inh: blocks human CDK5/p35 kinase activity. AID 488839. inhibition, % at 10 µM. Recombinant CDK5/p35, ADP-Glo luminescence, 60 min. 330,000 tested, 0.01% active;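 active = highest replicate inhibition of at least 50% and at least 75% of replicates reaching 50%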;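 also: plate controls were DMSO neutral control for no effect and GW8510 at 10 µM for full effect; many of its hits are not listed in these tables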
Target sequence (Q00535 whole entry, looked up): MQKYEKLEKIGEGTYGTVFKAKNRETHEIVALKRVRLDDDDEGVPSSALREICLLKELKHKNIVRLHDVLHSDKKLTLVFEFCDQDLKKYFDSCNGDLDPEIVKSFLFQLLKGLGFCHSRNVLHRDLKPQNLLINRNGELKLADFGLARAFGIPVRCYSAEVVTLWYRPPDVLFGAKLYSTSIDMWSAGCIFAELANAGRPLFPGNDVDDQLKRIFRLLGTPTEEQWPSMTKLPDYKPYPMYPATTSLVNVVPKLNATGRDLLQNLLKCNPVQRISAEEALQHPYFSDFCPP
Target sequence (Q15078 whole entry, looked up): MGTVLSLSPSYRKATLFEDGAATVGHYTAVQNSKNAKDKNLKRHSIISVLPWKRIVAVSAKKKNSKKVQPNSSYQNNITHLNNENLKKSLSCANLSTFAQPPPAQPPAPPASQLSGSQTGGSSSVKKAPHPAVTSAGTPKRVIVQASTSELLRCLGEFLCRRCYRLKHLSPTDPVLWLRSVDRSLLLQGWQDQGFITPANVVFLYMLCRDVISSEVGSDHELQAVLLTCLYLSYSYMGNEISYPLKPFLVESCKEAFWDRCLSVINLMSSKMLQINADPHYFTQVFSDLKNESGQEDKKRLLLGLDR
PvdQ inh: P. aeruginosa PvdQ acylase inhibition; purified PvdQ acylase, fluorescence plate reader; inhibition, % at 10 µM; 340,000 tested, 0.063% active; in the data active = inhibition above about 30%, passing the limit was not always enough;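 also: 0% = vehicle neutral wells and 100% = reference inhibitor wells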
Wnt bcat act: activates Wnt/beta-catenin signaling in a reporter cell assay. activator, plate reader. activation, % at 9.35 µM. 300,000 tested, 1.2% active. AID 743398; in the data active = activation above about 30%, passing the limit was not always enough;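 also: 0% = neutral control wells and 100% = positive control wells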
SR-BI HDL uptake: blocks mouse SR-BI lipid uptake from DiI-HDL | ldlA[mSR-BI] CHO cells, DiI-HDL uptake fluorescence, 3 h | Q61009 | 320,000 tested, 0.96% active | inhibition, % at 12.5 µM | AID 488896;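 active = mean replicate inhibition of at least 70% and a set share of replicates each scoring 70 or more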;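 also: 0% = median of neutral control wells and 100% = median of positive control wells; values of inactives mirror those of a sister screen read the other way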
HTR5A inv ag: HTR5A inverse agonism, opioid heterodimer counter-screen | inhibition, % at 9.3 µM | 340,000 tested, 0.083% active | HTR5A cell line, luminescence | AID 504634; in the data active = inhibition mostly above about 23%, no sharp cut-off; inactive = mostly below about 18%;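 also: 0% = cells with DMSO and 100% = no-cell wells with DMSO; some compounds called inactive have numbers as strong as hits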
HTR5A ag: counter-screen for OPRM1-OPRD1 agonists: human HTR5A agonism. HTR5A agonist assay, luminescence, cell-based. activation, % at 9.3 µM. 340,000 tested, 0.61% active. AID 504692; in the data active = activation mostly above about 9.5%, no sharp cut-off; inactive = mostly below about 7.6%;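 also: 0% = cells with vehicle only and 100% = reference agonist; strong numbers were not always called active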
Starred values were filed as active, the others as inactive; . = not tested or not shown.

The line under a structure holds: MITF act | NSD2 HMT inh | Wnt bcat act | HTR5A inv ag | SR-BI HDL uptake | CDK5 inh | PvdQ inh | HTR5A ag | V-ATPase pH | dFosB act
> O=C(OCc1ccc(F)cc1)c1cccnc1Cl
  0 | 0 | -1 | -20 | . | -3.6 | -15 | 7 | -1 | -1
> C#CCn1c(=NC(=O)c2ccc(Br)s2)sc2cc(NC(C)=O)ccc21
  -5 | -2 | . | -5 | -4 | 0.4 | -10 | 2 | -1 | 0
> O=C(NCc1ccccc1F)c1ccc2c(c1)OCO2
  25 | -3 | -1 | -2 | -10 | -1.1 | -3 | -1 | 3 | 2
> Clc1ccccc1Cc1noc(CN2CCN(c3cnccn3)CC2)n1
  0 | . | 0 | 39 | -5 | 1.6 | 10 | -1 | 1 | -9
> COc1ccc(-n2c(SCC(=O)Nc3ccc(Cl)cc3)nc(O)c(Cc3ccccc3)c2=O)cc1
  -5 | 9 | -7 | -6 | -11 | -1.6 | -4 | 0 | -2 | -5
> CC(C)[C@H](NC(=O)c1ccccc1F)C(=O)NCCc1ccccc1
  2 | -5 | -1 | 1 | -13 | 0.6 | -14 | 0 | -1 | -9
> COc1cccc(NC(=S)/C(=C(\[O-])c2ccc(OC(F)F)cc2)[n+]2ccccc2)c1
  -2 | 2 | -2 | 1 | 23 | 1.1 | 12 | 8 | -1 | -6
> C=CCc1c(C)nc2c(C(=O)O)cnn2c1C
  0 | -4 | 0 | -37 | 16 | 0.6 | -10 | 2 | 5 | -2
> Cc1cc(OCC(=O)N2CCN(c3ccccc3)CC2)c2c(C)cc(=O)oc2c1
  -11 | 1 | -2 | 7 | 8 | -1.4 | -21 | -2 | 2 | 1
> O=C(N/N=C/c1cc(O)ccc1[N+](=O)[O-])c1ccc2c(c1)OCCO2
  71 | 23 | 20 | -7 | 6 | 0.5 | 0 | 2 | 10 | -14
> O=C(C[C@@H]1C/C=C\C[C@H](Cc2ccc(F)cc2)C(=O)OC[C@@H](Cc2c[nH]c3ccccc23)NC1=O)NCCO
  4 | . | 0 | 12 | -3 | 0.0 | -6 | -5 | -3 | -5
> COc1ccc(-c2c(C#N)c(C)nc3c2C(=O)c2ccccc2-3)cc1
  -7 | -3 | . | 14 | 17 | 1.6 | -12 | 0 | 0 | -11
> CCOC(=O)CNC(=O)N1CCC(CCC(=O)N(C)Cc2ccccc2)CC1
  -6 | 65* | 1 | 16 | 11 | 0.1 | -7 | -3 | 0 | 9
> Cn1c(SCC(=O)N2CCCCCC2)nc2c(c1=O)SCC2
  -14 | . | -1 | -9 | -2 | -0.6 | -6 | -3 | 5 | 1
> Cn1c(Cn2c(=O)sc3ccccc32)nnc1SCC(N)=O
  1 | . | -3 | 8 | -20 | -0.6 | -2 | -3 | -2 | -3
> NC(=O)C(c1ccc(Cl)cc1)c1ncc(C(F)(F)F)cc1Cl (centres undefined)
  . | 20 | 0 | 10 | -16 | -0.1 | -3 | -1 | 3 | -5
> Cc1sc(NC(=O)C2CC(Cl)=CCC2C(=O)O)c(C#N)c1C (centres undefined)
  -8 | 1 | 1 | -5 | -22 | -1.8 | -14 | 2 | 1 | -11
> CCCCOC(=O)c1ccc(NC(=O)/C=C/c2cccs2)cc1
  23 | -1 | . | 14 | 13 | -2.4 | 2 | -6 | -1 | -24
> O=C(NC(=S)Nc1ncc(Br)cc1Br)c1cncc(Br)c1
  14 | -2 | -2 | 4 | 2 | -5.2 | -1 | -3 | -1 | -5
> CCCCCCCC(=O)N/N=C(\C)c1cccnc1
  5 | 3 | . | -12 | -8 | 0.1 | -4 | 2 | 4 | 2
> CCN(CC)c1ccc(S(=O)(=O)N2CCCCC2)cc1NC(=O)CN1C(=O)NC2(CCCC2)C1=O
  3 | 2 | -6 | 2 | -32 | 0.4 | -1 | -1 | -6 | -11
> CC1CC(NC(=O)CC#N)CC(C)(C)C1 (centres undefined)
  -12 | 2 | 23 | 12 | 22 | 0.7 | -11 | 1 | -1 | 4
> COc1ccc(S(=O)(=O)N2CCN(Cc3cc(=O)n4ccccc4n3)CC2)cc1
  -12 | -1 | -4 | -40 | -26 | 4.3 | -9 | 16* | 4 | -9
> COc1ccc(OC)c(S(=O)(=O)n2nnc3cc(Cl)ccc32)c1
  -3 | -1 | 0 | 3 | -30 | 1.0 | -14 | -1 | -1 | 3
> COCCNC(=S)Nc1ccc(Cl)c(Cl)c1
  23 | -6 | 0 | -1 | 1 | 0.6 | -7 | 0 | 1 | -4
> Cc1c(C(=O)OCC(=O)NCCN2C(=O)CSC2=O)cccc1[N+](=O)[O-]
  -2 | 1 | 0 | 9 | 16 | -0.9 | 1 | 5 | -2 | -3
> COc1cccc(NC(=O)Nc2cc(C(=O)O)ccc2N2CC3CC(C2)c2cccc(=O)n2C3)c1 (centres undefined)
  -2 | -5 | 1 | 1 | -12 | 0.3 | -7 | 0 | 0 | -8
> CCn1c(=O)cc(OCC(=O)NCCCN2CC(C)CC(C)C2)c2ccccc21 (centres undefined)
  . | 4 | . | 3 | -19 | 0.1 | 9 | -2 | 3 | -1
> CC(C)(C)NC(=O)C1CCCN(S(=O)(=O)c2cccc3cccnc23)C1 (centres undefined)
  -3 | . | -3 | 6 | 4 | 0.2 | -9 | -2 | -3 | -4
> CCc1ccccc1NC(=O)C(CC)Sc1nc2cc3c(cc2c(=O)n1Cc1ccco1)OCO3 (centres undefined)
  . | 11 | . | 0 | -3 | -0.8 | 11 | 0 | -1 | 3
> O=C1CC(N2CCc3ccccc32)C(=O)N1c1ccc(F)cc1 (centres undefined)
  12 | -2 | -2 | 3 | -10 | -0.6 | -5 | -1 | 0 | -7
> COc1ccc(C(=O)NCc2nnc(SCC(=O)NC3=NCCS3)n2C)cc1
  6 | 0 | 1 | -13 | . | -0.3 | -6 | 4 | 0 | 6
> O=C(Cn1c(=O)cnc2ccccc21)NC1CCC(O)CC1 (centres undefined)
  -4 | -13 | -3 | -4 | -26 | -0.6 | -14 | -4 | -1 | -3
> O=C(N/N=C/c1cccc([N+](=O)[O-])c1)C1CC(=O)N(c2ccc(Cl)cc2)C1 (centres undefined)
  5 | 1 | . | -11 | 18 | 0.4 | 5 | -4 | 0 | 12
> CC(C)Nc1nc(Cl)nc(N(C#N)CN2C(=O)c3ccccc3C2=O)n1
  -56 | 1 | -26 | 25 | -15 | 0.9 | 9 | -10 | 2 | -11
> Cc1c(Cc2ccccc2)c(=O)oc2cc(OCC(=O)N[C@@H](Cc3ccccc3)C(=O)O)ccc12
  . | . | 0 | -14 | 16 | -0.4 | -3 | -1 | 1 | -7
> Cc1ccc(C2c3[nH]c4ccccc4c3C[C@H]3C(=O)N(c4ccccc4C(=O)NCCCN4CCOCC4)C(=O)N23)cc1 (some centres undefined)
  0 | . | -1 | 15 | 24 | -2.2 | -1 | 2 | 0 | 1
> Nc1ccccc1-c1nnc(-c2ccc(-c3ccccc3)cc2)o1
  91* | 8 | . | -33 | 0 | 0.2 | 8 | 4 | -10 | -4
> O=C1CCN(S(=O)(=O)c2ccc(Cl)cc2)N1
  . | 1 | 0 | -2 | -31 | -0.2 | -8 | 1 | 0 | 2
> O=C(OCc1c(Cl)cccc1Cl)c1cnccn1
  -5 | -3 | . | 24 | -2 | 0.2 | -6 | -3 | 8 | 3
> COc1cccc(-c2nc(N3CCCCC3)c3ccccc3n2)c1O
  -17 | 8 | 2 | -9 | . | -2.5 | -12 | 0 | 7 | -8
> CC1CCN(C(=O)N[C@@H](Cc2ccccc2)C(=O)O)CC1
  2 | -1 | . | -10 | -20 | 1.8 | 1 | 3 | 0 | 3
> c1ccc(-c2nccc3ccccc23)cc1
  -14 | -1 | 2 | -9 | -9 | 0.3 | -5 | 3 | 0 | -3
> COc1cccc(CN2CCNC(=O)C2CC(=O)NC2CCOCC2)c1OC (centres undefined)
  16 | -5 | 0 | 7 | -21 | -1.0 | -9 | -3 | 8 | -9
> COC(=O)N/N=C(\C)c1ccc(Br)cc1
  47 | 1 | -1 | -6 | 3 | 1.2 | -5 | 2 | -1 | 2
> CC1CCCC(NC(=O)c2cccc(N3CCCC3=O)c2)C1C (centres undefined)
  31 | -3 | 4 | -29 | 18 | -1.7 | 3 | 10 | -5 | -8
> O=C(CN1CCN(c2ccccn2)CC1)Nc1ccccc1Br
  -2 | 0 | -1 | -4 | -8 | 0.8 | 3 | 1 | 2 | 6
> Cc1ccc(NC(=S)Nc2c(C)n(C)n(-c3ccccc3)c2=O)cc1Cl
  5 | . | 1 | 28 | . | -8.6 | -6 | -1 | 0 | 1
> COc1ccc(N2Cc3ccc(OC)c(OC)c3C2=O)cc1
  86* | -3 | -1 | -3 | -4 | 0.7 | 24 | 1 | 5 | 2
> Cc1cccnc1NC(=S)NC(=O)c1oc2ccccc2c1C
  60 | -2 | 25 | -20 | -9 | 1.4 | -15 | 7 | 5 | -32

Shown with tabs: entries from further up.
SMILES	MITF act	NSD2 HMT inh	Wnt bcat act	HTR5A inv ag	SR-BI HDL uptake	CDK5 inh	PvdQ inh	HTR5A ag	V-ATPase pH	dFosB act
O=C1CCN(S(=O)(=O)c2ccc(Cl)cc2)N1	.	1	0	-2	-31	-0.2	-8	1	0	2
O=C(OCc1c(Cl)cccc1Cl)c1cnccn1	-5	-3	.	24	-2	0.2	-6	-3	8	3
COc1cccc(-c2nc(N3CCCCC3)c3ccccc3n2)c1O	-17	8	2	-9	.	-2.5	-12	0	7	-8
CC1CCN(C(=O)N[C@@H](Cc2ccccc2)C(=O)O)CC1	2	-1	.	-10	-20	1.8	1	3	0	3
c1ccc(-c2nccc3ccccc23)cc1	-14	-1	2	-9	-9	0.3	-5	3	0	-3
COc1cccc(CN2CCNC(=O)C2CC(=O)NC2CCOCC2)c1OC (centres undefined)	16	-5	0	7	-21	-1.0	-9	-3	8	-9
COC(=O)N/N=C(\C)c1ccc(Br)cc1	47	1	-1	-6	3	1.2	-5	2	-1	2
CC1CCCC(NC(=O)c2cccc(N3CCCC3=O)c2)C1C (centres undefined)	31	-3	4	-29	18	-1.7	3	10	-5	-8
O=C(CN1CCN(c2ccccn2)CC1)Nc1ccccc1Br	-2	0	-1	-4	-8	0.8	3	1	2	6
Cc1ccc(NC(=S)Nc2c(C)n(C)n(-c3ccccc3)c2=O)cc1Cl	5	.	1	28	.	-8.6	-6	-1	0	1
COc1ccc(N2Cc3ccc(OC)c(OC)c3C2=O)cc1	86*	-3	-1	-3	-4	0.7	24	1	5	2
Cc1cccnc1NC(=S)NC(=O)c1oc2ccccc2c1C	60	-2	25	-20	-9	1.4	-15	7	5	-32
